High-throughput results from PubChem.
POLB inh: qHTS Assay for Inhibitors of DNA Polymerase Beta. Pol beta primer extension/strand displacement, fluorescence kinetic. P06746. 340,000 compounds, 1.3% hits. Potency, µM (highest dose often 114 µM), without a hit: at the highest dose activity change, negative = inhibition, hits mostly inhibitors; further: potency means the concentration at half of the fitted maximal effect; on the % scale 0 is the no-effect control and ±100 the full control effect
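Homogeneous kinetic assay of primer extension and strand displacement by 10 nM Pol beta, preincubated 15 min at room temperature with compound before 50 nM substrate (final) was added. Read at 0 and 10 min; four-parameter Hill fit.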
TRHR ag: qHTS for Small Molecule Agonists and Allosteric Enhancers of Human TRH Receptor: Primary Screen for Agonists; Thyrotropin-releasing hormone receptor (Homo sapiens), P34981; TRHR cells, calcium flux fluo-8, FDSS agonist mode; 360,000 compounds, 0.18% hits; activation, % at 2 µM; AID 493084, 2011; in the data active means activation above about 30%; further: 0% is about no effect
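TRHR-expressing cells loaded with fluo-8 calcium dye; 23 nL library compound pin-transferred, kinetic FDSS fluorescence (Ex 480/Em 530) recorded about 180 s for agonist-induced calcium release, before a 10 nM TRH EC20 addition for potentiator mode.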
POLI inh: qHTS for Inhibitors of Polymerase Iota | DNA polymerase iota (Homo sapiens), Q9UNA4 | Pol iota fluorescent replication assay, 10 min | Potency, µM (highest dose often 115 µM), inactives show at the highest dose activity, negative = inhibition, usual class: inhibitors | 390,000 compounds, 1% hits | AID 588590, 2011; further: potency means the concentration at half of the fitted maximal effect
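Pol iota at 10 nM preincubated 15 min with compounds at room temperature; reaction started with fluorescent substrate, 50 nM final. Fluorescence read kinetically at 0 and 10 min; buffer-only wells as negative control.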
ERG Ets-DNA blk: qHTS for Small Molecule Inhibitors of the ERG Ets/DNA interaction; Potency, µM (series often up to 76.9 µM), for inactives: top-dose FP activity, negative = inhibition, usual class: inhibitors; 370,000 compounds, 0.028% hits; AID 624246, 2012; Transcriptional regulator ERG (Homo sapiens), P11308; fluorescence polarization, His-ERG Ets domain / labelled DNA; active means well fitted inhibition curve with a large enough effect in the polarisation, with a control signal flat; inconclusive means small, poorly fitted or top-dose-only effect, or effect the other way, or a change in a side signal; inactive means no such curve, though single readings can be large or run the other way; the % refers to the polarisation;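 further: polarization taken with two DNA probes labelled with fluorescein and Texas red; potency means the concentration at half of the fitted maximal effect; % of control where 0% means no effect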
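His-tagged ERG Ets domain (1 uM in the protein solution; 300mM KCl, 50mM Tris-HCl, 1mM EDTA, 1mM DTT, pH 7.5) received compound, then a probe mix of 5 nM fluorescein-DNA and 100nM Texas-615-DNA. Fluorescence polarization was read for both dyes.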
Apoferritin bind: qHTS Assay for Identification of Novel General Anesthetics; Potency, µM (highest dose often 77.5 µM), without a hit: at the top dose activity change, negative = displacement, actives largely listed as inhibitors; apoferritin/1-aminoanthracene competitive binding, fluorescence; 350,000 compounds, 0.074% hits; further: potency means the concentration at half of the fitted maximal effect; on the % scale 0 is the no-effect control and ±100 the full control effect; nearly all actives have a fitted effect of over 20% in size
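10 uM apoferritin + 50% sat. 1-AMA, PBS; cpd 10 min RT; Ex380/Em535 endpoint; normalized to free probe vs complex; 4-param Hill fit; propofol titration as pos. ctrl.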
ALOX12 inh: Primary qHTS assay for inhibitors of human arachidonate 12S-lipoxygenase (ALOX12): Round 2; Polyunsaturated fatty acid lipoxygenase ALOX12 (Homo sapiens), P18054; purified 12hLO, xylenol orange hydroperoxide absorbance; Potency, µM (titrated, usually from 108 µM), inactives show top-dose activity change, negative = inhibition, actives largely listed as inhibitors; 580,000 compounds, 1.1% hits; further: potency means the concentration at half of the fitted maximal effect; on the % scale 0 is the no-effect control and ±100 the full control effect
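Purified human 12hLO at 150 nM in 25 mM Hepes, 0.01% Triton X-100, pH 7.0, preincubated 15 min at room temperature with compound. Reaction started with 40 uM arachidonic acid, 30 min at room temperature. Hydroperoxide measured by Fe-xylenol orange, 573/405 nm absorbance ratio.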
POLK inh: qHTS for Inhibitors of Polymerase Kappa. DNA polymerase kappa (Homo sapiens), Q9UBT6. purified Pol kappa, fluorescent DNA synthesis assay, 10 min. Potency, µM (series often up to 107 µM), for inactives: top-dose activity, negative = inhibition, most hits filed as inhibitors. 400,000 compounds, 0.53% hits; further: potency means the concentration at half of the fitted maximal effect; on the % scale 0 is the no-effect control and ±100 the full control effect
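50 nM final substrate added after 15 min RT preincubation of 10 nM Pol kappa with compound; fluorescence read at 0 and 10 min.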
APEX1 inh: qHTS Assay for Inhibitors of the Human Apurinic/apyrimidinic Endonuclease 1 (APE1); Potency, µM (series often up to 65.8 µM), without a hit: top-dose activity change, negative = inhibition, most hits filed as inhibitors; recombinant APE1, TAMRA/BHQ-2 abasic DNA cleavage fluorescence; 350,000 compounds, 0.35% hits; DNA repair nuclease/redox regulator APEX1 (Homo sapiens), P27695; AID 2517, 2012;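 further: potency means the concentration at half of the fitted maximal effect; plate controls were vehicle for no effect and reference inhibitor for full effect; nearly all actives have a fitted effect of over 55% in size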
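Step 1: APE1 (0.75 nM) with compound, 15 min RT. Step 2: add 50 nM fluorophore/quencher THF duplex. Step 3: three fluorescence reads 60 s apart (525/598 nm); read 3 minus read 1 = reaction progress.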
BLM helicase inh: qHTS Assay for Inhibitors of Bloom's syndrome helicase (BLM) | RecQ-like DNA helicase BLM (Homo sapiens), P54132 | recombinant BLM DNA unwinding, fluorescence dequenching | Potency, µM (highest dose often 56.1 µM), for the others: top-dose activity change, negative = inhibition, most hits filed as inhibitors | 350,000 compounds, 0.2% hits | AID 2528, 2010;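 further: potency means the concentration at half of the fitted maximal effect; plate controls were vehicle for no effect and no enzyme for full effect; nearly all actives have a fitted effect of over 35% in size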
* hit, by the source's call; ? = inconclusive; / = no result given; & = joins results of further samples; [ ] = remark or other dose. Unless noted, the call rests on the fitted dose curve; in most records, active means well fitted curve in the direction sought with a large enough effect; inconclusive means small, poorly fitted or top-dose-only effect, or another doubt; inactive means no such curve, though single readings can be large; an effect the other way counts as inactive or inconclusive.

SMILES	POLB inh	TRHR ag	POLI inh	ERG Ets-DNA blk	Apoferritin bind	ALOX12 inh	POLK inh	APEX1 inh	BLM helicase inh
CCOc1ccc(NC(=O)Cn2cc(C(=O)c3ccccc3)c(=O)c3cc(OC)ccc32)cc1	3.7%	0.7	46.5%[activator]	2.5%	?	0.0%	-7.7%	/	-2.9%
O=S(=O)(c1cccc(-c2csc(-c3ccccc3)n2)c1)N1CCOCC1	-9.3%	0.8	4.2%	0.2%	-7.7%	-12.6%	-8.9%	-6.2%	-6.8%
CCc1[nH]nc2c1C(C1C=CCCC1)C(C#N)=C(N)O2 (centres undefined)	-1.8%	0.3	4.3%	9.1%	-8.3%	-0.8%	-6.2%	-2.0%	-4.8%
CCc1cc2c(NC(Cc3c[nH]c4ccccc34)C(=O)O)nc(C)nc2s1 (centres undefined)	41.4%	0.5	-3.0%	-2.8%	6.7%	-8.9%	-9.0%	0.1%	1.0%
Cc1ccc(S(=O)(=O)N2CCCC(c3nnc4n3-c3ccccc3SC4)C2)cc1 (centres undefined)	3.4%	-2.4	-8.1%	-6.9%	0.4%	-15.6%	-16.6%	-1.6%	-2.8%
COc1ccc2c(c1OC)c(=O)n1c3ccc(OC(C)C(=O)NCCN4CCOCC4)cc3c3ccnc2c31 (centres undefined)	1.6%	0.2	-5.7%	-4.2%	193.3%[activator]	-29.5%	10.2%	24.0%	36.8%[activator]
O=C(Cn1cc(S(=O)(=O)N2CCN(c3ccccc3F)CC2)c2ccccc2c1=O)Nc1ccc(F)cc1Cl	0.8%	-1.2	-14.4%	-1.7%	10.5%	-7.1%	-0.2%	/	-10.0%
O=C(c1cncc(Br)c1)N1CCN(c2ccc([N+](=O)[O-])cc2)CC1	30.5%	0.3	9.4%	-6.3%	6.2%	-5.0%	-12.5%	16.2%	-0.6%
COc1ccc(S(=O)(=O)Nc2cc(C(=O)NCCCN3CCOCC3)ccc2N2CCOCC2)cc1	11.3%	1.1	-5.0%	-21.1%	-0.3%	?	-14.0%	6.1%	-4.0%
CCn1c(SCC(=O)Nc2nnc(C)s2)nnc1C(C)NC(=O)c1ccccc1F (centres undefined)	-10.1%	0.2	97.1%[activator]	-1.1%	-4.5%	31.5%[activator]	-2.4%	34.7%	2.6%
COc1ccc(S(=O)(=O)NC(Cc2cnc[nH]2)C(=O)O)cc1 (centres undefined)	-22.3%	1.0	4.1%	1.4%	-3.7%	-7.8%	-2.1%	9.7%	-3.1%
COc1ccc(NC(=O)N2CCCC3(CCN(C(=O)c4c(C)noc4C)CC3)C2)cc1	/	/	/	/	/	2.2%[57.4 µM]	-13.2%[60.1 µM]	-1.2%	2.8%
COC(=O)c1ccccc1NC(=O)CN(c1ccc(C)cc1)S(C)(=O)=O	6.1%	-0.3	9.6%	-7.2%	-9.9%	?	-5.0%	6.6%	-0.5%
CNC(=O)COC(=O)COc1ccc2c(C)cc(=O)oc2c1	6.1%	0.3	24.5%	5.0%	1.8%	11.1%	8.3%	-0.1%	-1.9%
Cc1nnsc1C(=O)NNS(=O)(=O)c1cc(C(F)(F)F)cc(C(F)(F)F)c1	-1.6%	0.1	-11.8%	-1.5%	-8.1%	159.5%[activator]	-2.5%	2.7%	-1.3%
Cc1ccc(CNc2oc(COc3ccccc3Cl)nc2C#N)cc1	38.0%	0.5	-2.9%	3.3%	?	12.1%	0.0%	-2.8%	-7.9%
Cc1nc(C)c(CCNC(=O)c2ccccc2Br)s1	35.2%	0.3	-16.2%	/	-3.5%	1.0%	-2.5%	17.4%	-14.2%
O=C(Cn1cc([N+](=O)[O-])ccc1=O)N1CCc2ccccc21	/	/	25.9%	-2.3%	/	-23.9%	-3.9%	0.6%	/
CC(=O)Nc1ccc(NC(=O)C(=O)c2cn(CC(=O)N3CCCC3)c3ccccc23)cc1	6.3%	-0.6	-2.6%	-2.3%	-3.2%	-3.0%	-16.7%	-3.2%	-2.2%
Cc1cccc2cc(-c3nc(-c4cccs4)no3)c(=O)oc12	31.9%	-1.2	-6.8%	9.0%	-6.4%	-0.2%&-9.3%	-5.5%	/	-6.1%
CC(=O)c1ccc(OC(=O)Oc2ccc(C(C)=O)cc2)cc1	/	/	-6.5%	-2.3%	/	0.2%	-7.5%	/	/
CCCCN(C)CCNC(=O)c1cc(-c2ccc(Cl)s2)nc2ccccc12	?	1.5	-0.4%	-0.2%	71.1%[activator]	?	-14.6%	/	16.1%
CCN(C(=O)CN1C(=O)NC(c2ccccc2)(c2ccc(C)c(C)c2)C1=O)C1CCS(=O)(=O)C1 (centres undefined)	/	-0.5	83.6%[activator]	-8.8%	/	0.0%	-2.8%	-15.9%	/
CCOC(=O)c1c(NC2=NS(=O)(=O)c3ccccc32)sc2c1CCCCC2	21.2%[57.1 µM]	-0.8	5.1%	3.1%	-0.3%	12.9%	-16.0%	-3.7%	-6.5%
COc1ccc(NC(C)=O)cc1NC(=O)CSc1nnc(-c2ccc(F)cc2)n1N	3.5%	1.1	-7.5%	6.9%	-7.5%	-8.4%	-2.3%	0.3%	2.1%

Entries of single compounds, looked up by structure. Values in the order: POLB inh	TRHR ag	POLI inh	ERG Ets-DNA blk	Apoferritin bind	ALOX12 inh	POLK inh	APEX1 inh	BLM helicase inh
`COc1ccc2c(c1OC)c(=O)n1c3ccc(OC(C)C(=O)NCCN4CCOCC4)cc3c3ccnc2c31` (centres undefined) is listed with 1.6%	0.2	-5.7%	-4.2%	193.3%[activator]	-29.5%	10.2%	24.0%	36.8%[activator]
`CCc1[nH]nc2c1C(C1C=CCCC1)C(C#N)=C(N)O2` (centres undefined) is listed with -1.8%	0.3	4.3%	9.1%	-8.3%	-0.8%	-6.2%	-2.0%	-4.8%

The results go on.
SMILES	POLB inh	TRHR ag	POLI inh	ERG Ets-DNA blk	Apoferritin bind	ALOX12 inh	POLK inh	APEX1 inh	BLM helicase inh
Cc1ccc(C(=O)Nc2nc(C)c(C)s2)o1	3.4%	0.1	4.0%	-14.9%	2.1%	13.0%	-8.7%	?	-1.8%
COC(=O)C(Cc1ccccc1)NC(=O)COc1ccc(C(C)(C)C)cc1 (centres undefined)	-15.9%	1.7	7.0%	7.7%	3.4%	0.0%	-24.3%	8.7%	-15.1%
Cc1ccc(C)c(S(=O)(=O)N2CCN(CC(=O)NC(=O)NCc3ccco3)CC2)c1	-6.8%	0.1	47.9%[activator]	11.5%	-6.3%	2.2%	-28.2%	-2.9%	-0.9%
CC(C)(C)[C@@H]1C=C(C(=O)O)O[C@H](OCc2ccc(CO)cc2)C1	-5.9%	-0.1	-27.5%	-9.7%	-1.3%	-26.7%	8.6%	-1.1%	-0.1%
COc1ccc(N2CCN(c3cnc4ccccc4n3)CC2)cc1	-16.4%	0.0	20.4%	2.8%	-7.7%	?	-12.4%	2.6%	-1.7%
CCN(Cc1ccc(NC(C)=O)cc1)CC1CCCN(CCc2cccc(OC)c2)C1 (centres undefined)	25.5%	0.1	0.6%	7.7%	-7.8%	0.0%	-9.4%	2.3%	-9.8%
COC(=O)c1cc2c(N)c(C(=O)c3ccc(Cl)cc3)sc2nc1C(OC)OC	?	5.7	-19.1%	8.2%	47.0%[activator]	54.4%[activator]	-3.8%	-2.8%	-8.8%
O=C(c1cc2c(=O)oc3ccccc3c2s1)N1CCN(c2ccccc2)CC1	12.2%	0.1	7.1%	-0.1%	-6.4%	-5.7%	-7.2%	/	-0.8%
CCOC(=O)c1c(CN2CCC(C)CC2)oc2ccc(OC)cc12	-18.0%	-0.8	7.3%	7.1%	-12.4%	-57.7%	-4.9%	-8.1%	2.9%
COc1ccc(-n2c3nc4ccccc4nc3c3c(=N)oc(C)nc32)cc1	10.8%	-0.1	209.9%[activator]	-6.5%	-1.0%	-12.7%	0.2%	1.3%	-1.9%
Cc1noc(C)c1C(=O)N1CCC(C(=O)c2ccccc2)CC1	0.2%	1.1	125.0%[activator]	10.4%	0.9%	0.0%	-15.8%	-2.2%	-1.5%
CNc1nc(-c2ccccc2C(F)(F)F)nc2ccccc12	/	/	/	/	-4.4%	?	-5.4%[60.1 µM]	9.1%	3.9%
Cc1occc1C(=O)NNC1=CC(=O)CC(C)(C)C1	30.4%	0.1	11.6%	-3.5%	2.9%	5.7%	-13.1%	12.1%	3.1%
CC1=C(C(=O)OCc2ccccc2)C(c2ccccc2OC(F)F)NC(=O)N1 (centres undefined)	15.5%	-0.1	-11.8%	/	-18.1%	-5.5%	-17.1%	-5.6%	-4.3%
COC/C=C/C1=CC2=CC(=O)C(C)(OC(=O)c3cnc4ccccc4n3)C(=O)C2=CN1C(CO)CO (centres undefined)	-1.2%	0.0	?	-5.8%	-12.2%	7.08µM*	-9.2%	8.8%[12.4 µM]	-1.4%[12.4 µM]
CC(=O)c1c(COC(=O)c2ccco2)nc2ccccc2[n+]1[O-]	?	1.2	-13.4%	-0.7%	-16.7%	0.0%	-23.0%	-2.1%	-17.2%

Copied from the list.
COC(=O)C(Cc1ccccc1)NC(=O)COc1ccc(C(C)(C)C)cc1 (centres undefined) – Apoferritin bind: 3.4%
COc1ccc(NC(C)=O)cc1NC(=O)CSc1nnc(-c2ccc(F)cc2)n1N – Apoferritin bind: -7.5%

A portion of the library (hit frequency here may not be typical).
